# Source: PubChem BioAssay
# STEP inh: inhibitors of human striatal-enriched phosphatase STEP | P54829 | inhibition, % at 20 µM | recombinant STEP, OMFP fluorogenic substrate, fluorescence | AID 588621 | 360,000 compounds, 0.25% hits;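 active = inhibition at 20 µM, scaled per plate between control wells, above about 37%, limit read from the data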;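 also: 0% = DMSO with enzyme and substrate and 100% = substrate only without enzyme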
#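 Material: STEP (striatal-enriched tyrosine phosphatase) enzyme, cell-free | Medium: 50 mM Bis-Tris pH 6.0 with 2.5 mM DTT and 0.005% Tween 20 | Read-out: Percent inhibition scaled to no-enzyme and uninhibited-enzyme controls, plate-pattern corrected | Signal: Fluorescence read at 480 nm ex / 540 nm em | Times: 20 min reaction, room temperature, in the dark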
# CSN inh: blocks human CSN-mediated cullin deneddylation; Q92905; 360,000 compounds, 0.38% hits; AID 651999; Purified CSN, SCF-Nedd8-OG deneddylation, fluorescence polarization; inhibition, % at 12.5 µM;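 active = pattern-corrected inhibition above about 35%, with an unprinted fluorescence ratio check between 0.5 and 1.5, limit read from the data, passing the limit was not always enough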;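 also: 0% = enzyme with substrate and 100% = substrate without enzyme; some results filed as inactive read as strong as hits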
#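 Detection – fluorescence polarization · System – HEK293T-derived human Csn5 enzyme · Controls – substrate-only high control, full reaction low control · Timing – 90 min, room temperature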
# Rpn11 block: Rpn11 (human) deubiquitinase inhibition | calls only at 20 µM | 360,000 compounds, 0.59% hits | AID 588493 | human 26S proteasome, Ub4-pepOG fluorescence polarization; 20S core pre-blocked with epoxomicin | O00487;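 active = inhibition at 20 µM, scaled to each plate's controls, above about 33%, limit read from the data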
# SUMO1 PPI mod: modulators of human SUMO1-mediated protein-protein interactions; P63165; SUMO1 binding to a labelled peptide, TR-FRET, 1 h; inhibition, % at 20 µM; 360,000 compounds, 0.33% hits; in the data active = inhibition above about 37%
# Scp-1 inhibitor: inhibitors of human Scp-1 phosphatase; 340,000 compounds, 0.88% hits; inhibition, % at 20 µM; Recombinant Scp1, phosphopeptide, malachite green phosphate absorbance; AID 493091;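 active = inhibition above about 50% at 20 µM, limit read from the data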;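 also: plate controls were DMSO wells with enzyme for no effect and wells lacking enzyme for full effect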
#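 assay system = SCP-1 phosphatase catalytic domain, residues 76-261 | buffer or medium = 50 mM Tris acetate pH 5.5, 0.005% Tween-20, 10 mM MgCl2 | incubation = enzyme reaction 45 min at room temperature, colour 5 min, stabilisation 30 min | signal = Phosphate-binding colour reagent, absorbance read at 630 nm | measure = % inhibition at 20 µM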
# LMPTP inh: blocks human LMPTP phosphatase; P24666; recombinant LMPTP-A, OMFP fluorogenic substrate, fluorescence intensity; inhibition, % at 20 µM; 360,000 compounds, 0.22% hits; AID 651560;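 active = compounds that cut the enzyme signal by at least half of the control window in the single-dose screen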;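 also: plate controls were DMSO wells with enzyme plus substrate for no effect and substrate without enzyme for full effect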
#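 Assay system: LMPTP-A enzyme. Input: 0.625 nM LMPTP-A final. Probe or stimulus: 400 µM OMFP. Compound dosing: single 20 µM dose. Schedule: 50 min dark incubation at room temperature. Detection: fluorescence intensity of OMFP turnover product. Read-out: percent inhibition versus substrate-only and uninhibited controls. Benchmarks: no-enzyme low control, uninhibited high control.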
# MsrA inh: inhibitors of bovine MsrA; purified bovine MsrA, absorbance read-out; inhibition, % at 15.5 µM; 360,000 compounds, 0.75% hits; AID 651718; in the data active = inhibition above about 4.5%;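 also: 0% = vehicle wells with enzyme and 100% = reference inhibitor wells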
# Tb MetRS inh: blocks T. brucei methionyl-tRNA synthetase activity | 360,000 compounds, 0.4% hits | purified T. brucei MetRS, ATP depletion, Kinase-Glo luminescence | inhibition, % at 11.9 µM;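 active = inhibition above a per-plate cutoff of the control wells' mean inhibition plus 3 SD, cut at about 5.5% in these data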;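 also: 0% = DMSO wells median and 100% = median of wells with control inhibitor compound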
#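 Material: parasite MetRS enzyme / Replication: singlicate, one well per compound / Signal: luminescence of leftover ATP / Schedule: 2 h aminoacylation at 25 °C after 15 min preincubation / Medium: HEPES-MgCl2-KCl buffer plus DTT, spermine, BSA, pyrophosphatase / Doses: 11.9 µM single point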
# NadD block: blocks S. aureus nicotinate mononucleotide adenylyltransferase. purified NadD enzyme, colorimetric absorbance read-out. inhibition, % at 20 µM. 360,000 compounds, 0.78% hits; in the data active = inhibition above about 26%; also: some compounds past the cut are filed as inactive
# DNMT1 block: DNMT1 (human) enzyme inhibition | P26358 | DNMT1 molecular beacon, Hinp1I cleavage, fluorescence | inhibition (reported as % activation of signal), % at 10 µM | 360,000 compounds, 0.83% hits | AID 588458; in the data active = inhibition above about 50%
# Target sequence (P26358 504-1616 limits assumed): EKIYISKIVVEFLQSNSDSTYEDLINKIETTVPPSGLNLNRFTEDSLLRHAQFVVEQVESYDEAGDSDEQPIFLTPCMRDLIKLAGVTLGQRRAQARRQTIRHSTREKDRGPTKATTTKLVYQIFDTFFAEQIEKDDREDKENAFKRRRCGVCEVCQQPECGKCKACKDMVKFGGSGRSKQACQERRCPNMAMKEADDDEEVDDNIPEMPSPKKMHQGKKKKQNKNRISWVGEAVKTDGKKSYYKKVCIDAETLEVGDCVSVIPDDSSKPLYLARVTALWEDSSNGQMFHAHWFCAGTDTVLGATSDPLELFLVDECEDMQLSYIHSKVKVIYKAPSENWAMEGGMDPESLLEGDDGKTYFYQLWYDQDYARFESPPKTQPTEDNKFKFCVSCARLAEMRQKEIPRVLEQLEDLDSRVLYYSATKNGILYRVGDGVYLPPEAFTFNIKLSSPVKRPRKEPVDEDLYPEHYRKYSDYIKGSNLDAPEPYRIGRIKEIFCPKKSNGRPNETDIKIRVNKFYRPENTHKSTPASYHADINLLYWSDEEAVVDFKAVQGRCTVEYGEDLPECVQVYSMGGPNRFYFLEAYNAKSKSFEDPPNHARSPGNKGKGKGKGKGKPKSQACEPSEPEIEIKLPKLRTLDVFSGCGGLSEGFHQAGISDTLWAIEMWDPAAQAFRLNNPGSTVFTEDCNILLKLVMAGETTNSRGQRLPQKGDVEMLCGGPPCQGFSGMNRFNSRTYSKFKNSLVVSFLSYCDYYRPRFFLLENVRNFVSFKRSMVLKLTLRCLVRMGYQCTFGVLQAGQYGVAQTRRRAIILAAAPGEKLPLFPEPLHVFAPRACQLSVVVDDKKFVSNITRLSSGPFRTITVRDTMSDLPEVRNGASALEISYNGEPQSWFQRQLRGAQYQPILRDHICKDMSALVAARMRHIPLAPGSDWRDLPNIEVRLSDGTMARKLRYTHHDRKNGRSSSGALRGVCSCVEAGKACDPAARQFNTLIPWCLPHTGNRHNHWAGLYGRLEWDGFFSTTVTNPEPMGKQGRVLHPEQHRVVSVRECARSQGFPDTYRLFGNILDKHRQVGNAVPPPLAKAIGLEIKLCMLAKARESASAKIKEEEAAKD
# Numbers without * were called inactive; i = inactive; nt = no result given; & = joins results of further samples.
STEP inh	CSN inh	Rpn11 block	SUMO1 PPI mod	Scp-1 inhibitor	LMPTP inh	MsrA inh	Tb MetRS inh	NadD block	DNMT1 block	SMILES
-2	-8	i	2	0	-1.2	0.6	-0.3	1	10	CCCCc1ccc(NC(=S)NN2CCOCC2)cc1
0	6	i	5	0	-1.2	-0.4	0.0	-1	-1	O=C(O)C1Cc2[nH]cnc2C(c2ccc(F)cc2)N1 (stereo not drawn)
6	2	i	-5	11	1.4	1.8	-0.1	3	-5	O=C(/C=C/c1ccco1)NCc1ccc(F)cc1
0	-2	i	2	-1	-0.8	-0.6	-0.1	-3	0	CC(=O)N(c1ccccc1)c1nc2ccccc2s1
0	1	i	-2	-2	0.7	2.0	0.0	-9	-1	CCC1CCCCN1CCCNC(=O)c1cn(CC)c2ccc(S(=O)(=O)N(C)C3CCCCC3)cc2c1=O (stereo not drawn)
-2	-1	i	1	-5	-0.5	-0.9	0.1	3	-2	CCOC(=O)N1CCc2c(sc3c2c(=O)n(Cc2ccccc2)c(=O)n3CC(=O)NCC2CCCO2)C1 (stereo not drawn)
-1	1	i	-19	-18	0.1	0.3	0.4	-5	-7	COc1ccc(N=Cc2c(OC)ccc3ccccc23)cc1
1	-5	i	-2	-6	-0.9	0.9	-0.3	1	-1	CC(=O)NNc1nc2ccccc2s1
3	-4	i	4	-7	1.3	-2.3	0.3	-7	-4	COc1ccc2[nH]c(CN3CCC(CO)(CCOc4ccccc4)CC3)c(C)c2c1
-4	2	i	-5	0	-0.9	-0.1	-0.2	-2	-5	CCc1cc(C)cc(OCCNC(=O)c2cncc(Br)c2)c1

# A few values from the entries so far.
# CCC1CCCCN1CCCNC(=O)c1cn(CC)c2ccc(S(=O)(=O)N(C)C3CCCCC3)cc2c1=O (stereo not drawn) | LMPTP inh: 0.7
# CCc1cc(C)cc(OCCNC(=O)c2cncc(Br)c2)c1 | NadD block: -2

# Next section:
STEP inh	CSN inh	Rpn11 block	SUMO1 PPI mod	Scp-1 inhibitor	LMPTP inh	MsrA inh	Tb MetRS inh	NadD block	DNMT1 block	SMILES
0	1	i	-24	-10	-4.4	1.1	0.5	2	0	NS(=O)(=O)c1cccc(NC(=O)c2cc(=O)c3ccccc3o2)c1
0	-4	i	2	-6	1.4	0.6	-0.2	3	-5	Cc1csc(NC(=O)CCC(=O)c2cccs2)n1
-1	-1	i	-1	-9	1.0	0.2	0.1	3	-2	CCCCc1c(O)nc(SCC(=O)Nc2cccc3ccccc23)n(-c2ccccc2OC)c1=O
-4	2	i	-1	-11	-0.8	-1.0	0.6	-2	0	COc1ccc(C2(CNS(=O)(=O)c3ccccc3)CCOCC2)cc1
nt	1	nt	-7	nt	1.6	1.2	-0.9	nt	nt	O=C(NC1CCCCC1)C(c1ccncc1)n1c(=O)c(-c2cc3ccccc3[nH]2)nc2ccccc21 (stereo not drawn)
0	0	i	0	-2	-0.5	2.7	-0.7	4	1	CCOc1ccc(C(=O)Cc2ccc3oc(C(=O)O)cc3c2)c(O)c1
-3	-5	i	0	-10	0.9	0.4	-0.5	-1	3	CCCC(=O)c1c[nH]c(C(=O)NCCc2ccccn2)c1
-4	0	i	-4	-5	-2.2	0.3	-0.9	-10	5	CC1(C(=O)N/N=C/c2ccccc2)CC1(Br)Br (stereo not drawn)
-2	0	i	22	nt	-1.3	0.2	0.0	-2	5	NC(=O)C(CCc1nc2ccccc2[nH]1)NS(=O)(=O)c1ccccc1 (stereo not drawn)
1	-2	i	4	-5	0.1	-0.6	0.1	12	0	O=C(c1ccccc1)N(C(=O)c1ccccc1)c1ncnc2c1C(c1ccccc1)c1c(ccc3ccccc13)O2 (stereo not drawn)
-2	1	i	-14	-3	-0.5	1.3	-0.3	1	1	C/C(Cn1nnc([N+](=O)[O-])n1)=N\NC(=O)c1ccccc1Cl
-4	6	i	0	-6	-1.2	-1.0	-1.2	-8	-1	CC(=O)Nc1ccc(OCC(O)Cn2nc(C)c(C)c2C)cc1 (stereo not drawn)
-2	1	i	1	0	-0.8	0.2	-0.2	-1	6	CC(=O)N1C[C@H]2CON(C)[C@H]2C[C@H]1c1cccc(-c2ccccc2)c1
2	3	i	-1	-1	2.5	-0.5	-0.1	0	0	Cc1ccc(NC(=O)CN(C)C(=O)c2ccc(OCc3cn4ccccc4n3)cc2)cc1
3	3	i	3	-12	-0.6	0.0	-0.4	30	7	O=C(COc1ccc(Cl)cc1)Nc1nnc(-c2ccc3c(c2)CCCC3)o1
-3	4	i	1	-6	-2.5	0.3	-1.2	-4	-1	CCc1nc(SCC(=O)Nc2nnc(CC(C)C)s2)n[nH]1
nt	4	nt	3	nt	2.3	0.3	-0.3	7	nt	CCOC(=O)[C@]12CCCC=C1N(Cc1ccc(Cl)cc1Cl)C(=O)[C@H](CC(=O)NCc1ccc(C)o1)C2
-2	0	i	3	-4	1.3	1.2	-0.3	6	4	C[C@@]12CC(=O)NC1N(C(=O)c1cccc(C(F)(F)F)c1)C(c1ccccc1O)C2 (stereo partly drawn)
-1	-4	i	1	-14	-1.6	-1.6	0.0	0	-10	N#Cc1c(NC(=O)CSc2nnnn2C2CCCCC2)sc2c1CCCC2
-5	10	i	2	-6	-1.1	0.6	-0.3	-4	0	O=C1NCCN1Cc1ccc(Cl)cc1
-4	-1	i	-6	0	-1.4	1.4	-1.4	-5	-10	O=C(CCC(=O)Nc1ccc(F)cc1)N/N=C/c1ccc(O)cc1
4	1	i	2	-6	1.6	-0.7	-0.3	1	-5	O=C(Nc1cccc(-c2cn3ccsc3n2)c1)c1ccccc1
1	5	i	-3	-10	1.2	-1.2	-0.4	-6	-10	CC(C)[C@@H](C(=O)OCC(=O)Nc1ccc2c(c1)OCO2)N1C(=O)c2ccccc2C1=O
-3	3	i	7	-4	-0.4	0.0	-0.4	-3	1	O=C(Cn1ccc2ccccc2c1=O)NCC(=O)Nc1ccc(F)cc1F
-1	0	i	0	-6	1.2	-0.2	-0.2	-4	1	Cc1sc(NC(=O)C2CSC3(C)CCC(=O)N23)nc1-c1ccc(F)cc1 (stereo not drawn)
4	-3	i	0	-18	5.4	2.8	1.4	3	-13	Cc1ccc(CNC(=O)c2cc3c(-c4ccc(Cl)cc4)nn(C)c3s2)o1
0	-1	i	0	-8	-1.7	-0.3	-0.7	-5	2	C=CCC(C)(NCc1ccccc1)c1ccco1 (stereo not drawn)
2	0	i	0	1	0.6	0.1	0.0	-5	2	Cc1cc(C)c(S(C)(=O)=O)c(Oc2ccc(F)cc2)n1
4	-1	i	-1	-3	-0.2	-0.5	-0.7	-6	4	CCOc1ncccc1C(=O)Nc1ccc(S(=O)(=O)N2CCCC2)cc1
4	-4	i	0	-9	0.9	0.3	0.8	-6	-1	O=C1CCCc2nc(NCc3ccco3)ncc21
2&1	5&-2	i	-6&-5	-1&2	-2.3&-0.8	1.3&2.7	-0.1&-0.2	-1&-2	4&3	COc1cc2ccc(=O)oc2c(O[C@@H]2O[C@H](CO)[C@@H](O)[C@H](O)[C@H]2O)c1O
-2	-5	i	-18	nt	-4.9	1.0	-0.2	5	4	COc1ccc(OCc2nnc(SCC(=O)Nc3oc(C)c4c(C)n[nH]c(=O)c34)n2C)cc1
-5	1	i	7	-6	0.9	0.9	-0.1	-3	7	Cc1ccccc1OC(=O)c1cccnc1
2	9	i	9	75*	27	-0.2	0.4	15	96*	CCOc1ccccc1C(O)C1=CC(=O)c2ccccc2C1=O (stereo not drawn)
-4	0	i	4	-7	4.0	-1.3	0.9	-12	-6	Fc1ccc(OCc2nnc(-c3ccccc3Br)o2)c(Cl)c1
-3	-5	i	-1	0	2.7	-0.5	-0.9	-2	6	CCOC(=O)c1c(N)ssc1=S
1	2	i	-2	-4	-0.7	-1.1	-1.2	-6	0	CC(C)N(Cc1nc(-c2ccc(Cl)cc2)no1)C(=O)c1cccs1
0	-2	i	1	-6	-1.6	3.3	-0.5	-4	0	O=C(NNC1=NC2(CCCC2)Cc2ccccc21)c1cccnc1
0	-2	i	-1	-10	-0.8	0.5	-0.3	4	0	Cc1ccc(S(=O)(=O)Nc2c(C)[nH]c(=O)[nH]c2=O)cc1C
-2	-1	i	0	8	-0.9	1.0	-0.3	-6	-6	CC(C)(C)NC(=O)NC(=O)CSc1ccc(S(=O)(=O)N2CCCCC2)cn1
-2	-1	i	-1	-7	-0.9	1.0	-0.8	4	0	Cc1cc(C)cc(C(=O)N2CCN(c3ccccn3)CC2)c1
-2	-3	i	2	4	-2.1	0.7	-0.7	0	3	O=C1C2C3C=CC([C@@H]2C(=O)N1c1nccs1)C31CC1 (stereo partly drawn)
3	-1	i	1	1	1.9	-0.1	0.2	2	-4	O=C1C2CC=CCC2C(=O)N1Cc1nnc(-c2ccccc2Br)o1 (stereo not drawn)
0	5	i	-13	-4	0.1	2.8	-0.7	5	-10	Cc1ccc(Nc2c(-c3ccc(N4CCOCC4)cc3)nc3cnccn23)cc1
0	1	i	4	3	-0.6	0.3	0.2	-3	2	CC1(C)CC2CC(C)(CN2C(=O)COC(=O)c2cccnc2Cl)C1 (stereo not drawn)
4	4	i	3	61*	15	1.1	-0.1	14	74*	C=CCn1c(COc2ccc(F)cc2)nnc1SCC(=O)NC(=O)NCc1ccco1
2	-3	i	7	-14	-0.6	1.1	0.0	-4	1	COc1cc(NC(=O)C/C(C)=N/NC(=O)C(=O)NCCO)c(OC)cc1Cl
0	2	i	-4	nt	0.4	0.1	0.0	0	0	CC(C)C1CC2=C(C(=O)OC(C)(C)O2)C(c2ccc(F)cc2)O1 (stereo not drawn)
-3	0	i	1	-10	-0.3	0.8	-0.1	2	0	CC(C)N(Cc1ccccc1)C(=O)COC(=O)c1c(F)cccc1F
3	-2	i	-3	-7	-0.1	0.5	-0.4	-6	-6	CC(C)(C)c1ccc(NC(=O)COC(=O)c2ccc3ncsc3c2)cc1
0	5	i	-2	-13	-1.0	-0.1	-0.3	5	1	Cc1ccc(S(=O)(=O)NCc2ccco2)cc1C
-2	0	i	-27	-18	0.2	1.1	-0.3	0	-1	O=[N+]([O-])c1cccnc1Sc1ccccc1Cl
0	1	i	-9	-1	-1.5	1.2	-0.4	-2	2	CCOCCCNC(=O)c1cn2c3c(ccc(Cl)c3c1=O)OC(C)C2 (stereo not drawn)
